Compound activity as filed in PubChem.
PTHR1 ag: activates the human parathyroid hormone receptor PTHR1; Q03431; HEK293 GP2 PTHR1 cells, GloSensor cAMP luminescence, 1 h; Potency, µM (titrated, usually from 115 µM), for inactives: top-dose activation, hits mostly activators; actives 0.075% (n = 410,000); AID 743266; note: potency is the fitted concentration of half-maximal effect; nearly all actives have a fitted effect of over 55% in size; some results filed as inactive show a strong effect at the top dose; inactives centre near -15; many of its hits are not listed in these tables
Target sequence (Q03431 whole entry, looked up): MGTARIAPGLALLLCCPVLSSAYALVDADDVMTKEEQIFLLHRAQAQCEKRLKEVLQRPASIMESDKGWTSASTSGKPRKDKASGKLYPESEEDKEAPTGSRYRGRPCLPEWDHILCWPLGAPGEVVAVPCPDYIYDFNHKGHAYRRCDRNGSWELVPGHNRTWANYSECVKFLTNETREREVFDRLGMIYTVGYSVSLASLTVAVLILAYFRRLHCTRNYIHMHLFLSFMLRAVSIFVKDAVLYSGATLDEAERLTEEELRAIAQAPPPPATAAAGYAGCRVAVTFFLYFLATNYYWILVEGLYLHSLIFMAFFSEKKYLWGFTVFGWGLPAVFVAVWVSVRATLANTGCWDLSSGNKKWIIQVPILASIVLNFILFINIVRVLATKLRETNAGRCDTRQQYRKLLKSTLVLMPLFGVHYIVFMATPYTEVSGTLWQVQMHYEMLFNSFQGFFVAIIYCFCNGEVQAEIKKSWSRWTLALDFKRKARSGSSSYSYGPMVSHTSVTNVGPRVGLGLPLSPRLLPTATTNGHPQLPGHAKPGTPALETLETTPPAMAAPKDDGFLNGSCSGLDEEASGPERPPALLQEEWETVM
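HEK-293-derived GP2 cells expressing PTHR1 and a GloSensor cAMP reporter, 3,000/well, plated overnight, given luciferin plus IBMX (each 0.5 mM as added) for 1 h at 37 °C, then compound for 1 h at 37 °C. Luminescence was read after 15 min at room temperature.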
GLP1R inv ag: acts as inverse agonist at human GLP-1 receptor; P43220; HEK293 GLP-1R CRE-luciferase, luminescence, 24 h; GLP-1R form is constitutively active; Potency, µM (highest dose often 38.3 µM), inactives show at the top dose activity change, negative = inhibition, hits mostly inhibitors; actives 1.6% (n = 410,000); AID 624417; note: potency is the fitted concentration of half-maximal effect; % is set by controls: 0 for no effect and ±100 for the full control effect; nearly all actives have a fitted effect of over 55% in size
Target sequence (P43220 whole entry, looked up): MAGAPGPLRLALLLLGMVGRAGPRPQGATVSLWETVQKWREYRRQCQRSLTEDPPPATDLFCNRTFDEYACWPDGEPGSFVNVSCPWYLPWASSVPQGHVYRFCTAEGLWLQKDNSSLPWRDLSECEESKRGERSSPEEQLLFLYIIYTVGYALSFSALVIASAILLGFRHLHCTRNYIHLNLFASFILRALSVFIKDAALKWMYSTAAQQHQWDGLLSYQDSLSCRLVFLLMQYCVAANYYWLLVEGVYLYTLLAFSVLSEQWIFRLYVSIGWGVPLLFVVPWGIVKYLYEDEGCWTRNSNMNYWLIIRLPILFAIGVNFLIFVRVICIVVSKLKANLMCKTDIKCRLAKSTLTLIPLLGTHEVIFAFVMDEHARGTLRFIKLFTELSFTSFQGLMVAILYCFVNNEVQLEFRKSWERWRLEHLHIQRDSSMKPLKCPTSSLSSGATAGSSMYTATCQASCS
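GLP-1R inverse agonism mode: basal reporter luminescence in engineered HEK293 cells measured after one day of compound exposure at 37 deg C, with a 12 min room-temperature detection step.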
aSyn rescue: alpha-synuclein toxicity inhibition in yeast; Yeast expressing alpha-synuclein, growth rescue, BacTiter-Glo, 24 h; Potency, µM (doses to about 46.1 µM), inactives show at the top dose growth rescue (activation), usual class: activators; actives 0.14% (n = 370,000); note: potency is the fitted concentration of half-maximal effect; % of control where 0% means no effect; nearly all actives have a fitted effect of over 65% in size
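Readout is rescue of growth in alpha-synuclein-expressing yeast, so inhibitors of toxicity appear as activators. Growth after 24 hr at 30 deg C in galactose medium is quantified by luminescence.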
DRD3 antagonist: D3 dopamine receptor (human) antagonism; P35462; D3R cells, DiscoveRx beta-arrestin luminescence, antagonist mode; hits give low values; max response, negative = inhibition, %; actives 2.5% (n = 360,000); AID 652054; in the data active = max response below about -50%; inconclusive = no clear call, values can overlap the other calls; note: % is set by controls: 0 for no effect and ±100 for the full control effect; mostly tested at two doses, the higher about 12 µM
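Cells plated overnight at 1500 cells/well, then exposed to library compounds with dopamine controls for 90 minutes at 37 degrees C. DiscoveRx reagent added for 30–60 minutes at room temperature; luminescence read, quantitative HTS format.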
D3 ag: activates the human D3 dopamine receptor | P35462 | D3R DiscoveRx beta-arrestin cells, luminescence, 90 min | max activation, % | actives 0.58% (n = 410,000) | AID 652048; in the data active = max activation above about 30%; note: 0% is about no effect; mostly tested at two doses, the higher about 12 µM
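Agonist mode: compounds and dopamine controls were applied to plated cells for 90 min at 37 degrees C after an overnight attachment at 1500 cells/well. Luminescent read-out followed 30 - 60 minutes at room temperature with DiscoveRx detection reagent.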
KB-V1 cytotox: kills drug-selected multidrug resistant KB-V1 cells. KB-V1 MDR cells viability, CellTiter-Glo, 72 h. Potency, µM (top dose mostly 46.1 µM), inactives show top-dose activity change, negative = cytotoxicity, actives largely listed as cytotoxic. actives 3.4% (n = 400,000); note: potency is the fitted concentration of half-maximal effect; % is set by controls: 0 for no effect and ±100 for the full control effect; nearly all actives have a fitted effect of over 60% in size
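Potencies derive from concentration-effect curves fitted to normalized luminescence (CellTiter-Glo) of KB-V1 cells treated for 72 h at 37 degrees C in phenol-red-free DMEM containing 10% FBS.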
GLP1R ag: activates the human GLP-1 receptor | Potency, µM (doses to about 45.6 µM), inactives show at the highest dose activation, hits mostly activators | HEK293 GLP-1R CRE-luciferase, luminescence, 4-6 h; cells express a hypersensitive GLP-1R form | P43220 | actives 0.007% (n = 380,000); note: potency is the fitted concentration of half-maximal effect; % of control where 0% means no effect
GLP1R cytotox: cytotoxicity counter-screen for GLP-1 receptor inverse agonists | HEK293 cAMP-luciferase reporter cells, luminescence, 24 h | Potency, µM (top dose mostly 38.3 µM), inactives show top-dose activity change, negative = inhibition, usual class: inhibitors | actives 0.13% (n = 410,000);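 note: loss of luciferase light is scored as toxicity; potency is the fitted concentration of half-maximal effect; % is set by controls: 0 for no effect and ±100 for the full control effect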
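Quantitative HTS format, 1536 wells, 200 cells/uL seeded. Compounds: 23 nL, 24 h, 37 °C. Detection: luciferase reagent, luminescence at 12 min RT; decreased signal taken as cytotoxic.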
TDP43 rescue: TDP-43 toxicity inhibition in yeast; TDP-43 expressing yeast growth rescue, BacTiter-Glo, 24 h; actives 1.8% (n = 410,000); Potency, µM (top dose mostly 46.1 µM), for the others: at the highest dose growth rescue (activation), usual class: activators; note: potency is the fitted concentration of half-maximal effect; % of control where 0% means no effect; nearly all actives have a fitted effect of over 50% in size
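In this qHTS, compounds that restore growth of yeast expressing TDP-43 appear as activators. Cells (OD600=0.02, galactose medium, raffinose-pregrown) are incubated with compound 24 hr at 30 deg C and growth is quantified by BacTiter-Glo.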
* = called active by the depositor; [ ] = another dose, or the depositor's remark. Unless noted, calls come from the whole dose curve; as a rule, active = well fitted curve in the direction sought with a large enough effect; inconclusive = small, poorly fitted or top-dose-only effect, or another doubt; inactive = no such curve, though single readings can be large; an effect the other way counts as inactive or inconclusive. Some of the compounds tested; the hit share may differ from the screen's.

`COC(=O)c1c(N)c(C#N)c2n1CCCCC2` gave PTHR1 ag -4%[57.5 µM], GLP1R inv ag 0%, aSyn rescue -3%, DRD3 antagonist -15, D3 ag -3, KB-V1 cytotox 23%, GLP1R ag 1%, GLP1R cytotox 1% and TDP43 rescue -17%.
`O=C(NCCc1ccccc1)C1CCN(S(=O)(=O)c2cccc3nonc23)CC1` gave PTHR1 ag inactive, GLP1R inv ag 3%, aSyn rescue 1%, DRD3 antagonist 32, D3 ag -2, KB-V1 cytotox 0%, GLP1R ag -31%, GLP1R cytotox -8% and TDP43 rescue 2%.
Cc1c(Cl)cccc1NC(=S)NC(=O)c1cncc(Br)c1 was read as PTHR1 ag -36%[inhibitor], GLP1R inv ag inconclusive, aSyn rescue 0%, DRD3 antagonist inconclusive, D3 ag 10, KB-V1 cytotox -6%, GLP1R ag 7%, GLP1R cytotox -21% and TDP43 rescue -17%.
For CC1CCCCC12NC(=O)N(CC(=O)NCCc1ccccc1)C2=O (stereo not drawn) the results were PTHR1 ag inactive, GLP1R inv ag 2%, aSyn rescue -6%, DRD3 antagonist -5, D3 ag -6, KB-V1 cytotox 3%, GLP1R ag 16%, GLP1R cytotox 3% and TDP43 rescue -12%.
For COc1ccc2nc(NC(=O)c3cc(S(=O)(=O)N4CCOCC4)ccc3C)sc2c1 the results were PTHR1 ag -16%[57.5 µM], GLP1R inv ag -26%, aSyn rescue 2%, DRD3 antagonist -6, D3 ag 1, KB-V1 cytotox inconclusive, GLP1R ag -7%, GLP1R cytotox -18% and TDP43 rescue 6%.
`O=C(CCSCc1ccccc1Cl)NCc1ccco1` gave PTHR1 ag inactive, GLP1R inv ag 9%[0.307 µM], aSyn rescue -1%, DRD3 antagonist -9, D3 ag 9, KB-V1 cytotox 11%, GLP1R ag 7%, GLP1R cytotox 5%[0.307 µM] and TDP43 rescue 1%.
COc1ccc(CC(=O)Nc2ccc3c(c2)CCC3)cc1OC was read as PTHR1 ag -42%[inhibitor], GLP1R inv ag -3%, aSyn rescue 8%, DRD3 antagonist 15, D3 ag 12, KB-V1 cytotox -1%, GLP1R ag 13%, GLP1R cytotox -15% and TDP43 rescue 26%.
Screening Cc1ccc(OCC(=O)Nc2ccc3c(c2)C(=O)NC3=O)c(C)c1 returned PTHR1 ag -17%, GLP1R inv ag 5%, aSyn rescue -2%, DRD3 antagonist -13, D3 ag -10, KB-V1 cytotox inconclusive, GLP1R ag 11%, GLP1R cytotox 9% and TDP43 rescue 28%.
For CCc1ccc(-n2c(=O)c3cccnc3n2CC(=O)NCc2ccc(C)cc2)cc1 the results were PTHR1 ag -16%, GLP1R inv ag 21%, D3 ag 0, GLP1R cytotox 0% and TDP43 rescue 2%.
`O=C(NCc1ccco1)c1sc2cccc(F)c2c1Cl` gave PTHR1 ag inactive, GLP1R inv ag 0%, aSyn rescue 1%, DRD3 antagonist -11, D3 ag 0, KB-V1 cytotox inconclusive, GLP1R ag -5%, GLP1R cytotox -6% and TDP43 rescue -19%.
`CC1=NN(C(=O)c2ccc(C)cc2)C(O)(C(F)(F)OC(F)(F)F)C1` (stereo not drawn) gave PTHR1 ag -16%, GLP1R inv ag inconclusive, aSyn rescue -3%, DRD3 antagonist -6, D3 ag 13, KB-V1 cytotox 13%, GLP1R ag -4%, GLP1R cytotox inconclusive and TDP43 rescue -10%.
For CCN(CC(=O)NC1CCS(=O)(=O)C1)C(=O)/C=C/c1cccs1 (stereo not drawn) the results were PTHR1 ag inactive, GLP1R inv ag 13%, aSyn rescue -3%, DRD3 antagonist -1, D3 ag -2, KB-V1 cytotox 9%, GLP1R ag 2%, GLP1R cytotox 0% and TDP43 rescue -11%.
O=C1NC(c2ccccc2)C(C(=O)c2cccs2)=C1O (stereo not drawn) was read as PTHR1 ag -12%, GLP1R inv ag 8%, aSyn rescue 0%, DRD3 antagonist -58*, D3 ag -10, KB-V1 cytotox 10%, GLP1R ag 10%, GLP1R cytotox -10% and TDP43 rescue -18%.
For CCCn1ncc(CN2CCC(n3nccc3NC(=O)c3ccccc3OC)CC2)c1C the results were PTHR1 ag -9%, GLP1R inv ag -16%, aSyn rescue 0%, DRD3 antagonist 6, D3 ag -19, GLP1R ag 0%, GLP1R cytotox -1% and TDP43 rescue 16%.
`Cc1cnc(C(=O)OCC(=O)NC(C)c2ccccc2)cn1` (stereo not drawn) gave PTHR1 ag inactive, GLP1R inv ag 4%, aSyn rescue 0%[1.84 µM], DRD3 antagonist 3, D3 ag -10, KB-V1 cytotox 0%, GLP1R ag 0%, GLP1R cytotox -27% and TDP43 rescue 6%.
COc1ccc(C2CC(c3cccs3)=NN2C(=O)CCC(=O)O)cc1 (stereo not drawn) was read as PTHR1 ag -22%, GLP1R inv ag 9%, aSyn rescue 4%, DRD3 antagonist 12, D3 ag 1, KB-V1 cytotox 1%, GLP1R ag -3%, GLP1R cytotox -4% and TDP43 rescue 16%.
For O=C(Nc1cc(C(F)(F)F)ccc1N1CCOCC1)c1n[nH]c(=O)c2ccccc12 the results were PTHR1 ag inactive, GLP1R inv ag 3%, aSyn rescue -4%, DRD3 antagonist 35, D3 ag 0, KB-V1 cytotox 1%, GLP1R ag -2%, GLP1R cytotox inconclusive and TDP43 rescue -15%.
Screening O=S(=O)(Nc1nc2ccccc2nc1Nc1cccc(S(=O)(=O)N2CCCCC2)c1)c1ccccc1 returned PTHR1 ag -40%, GLP1R inv ag 11µM*, aSyn rescue 10%, DRD3 antagonist 19, D3 ag 7, KB-V1 cytotox 7.3µM*, GLP1R ag -18%, GLP1R cytotox -29% and TDP43 rescue 7%.
`COc1ccccc1NC(=S)N1CCN(Cc2ccc3c(c2)OCO3)CC1` gave PTHR1 ag inactive, GLP1R inv ag 4%, aSyn rescue -1%, DRD3 antagonist -3, D3 ag 6, KB-V1 cytotox inconclusive, GLP1R ag 5%, GLP1R cytotox 8% and TDP43 rescue 4%.
Cc1cc(C)cc(Oc2nc3c(C)cccn3c(=O)c2/C=C(\C#N)C(=O)NC2CCS(=O)(=O)C2)c1 (stereo not drawn) was read as PTHR1 ag 0%, GLP1R inv ag 4%, aSyn rescue 0%, DRD3 antagonist -18, D3 ag 2, KB-V1 cytotox -23%, GLP1R ag 10%, GLP1R cytotox 27% and TDP43 rescue 22%.
Cc1noc(C)c1CSCC(=O)Nc1nc2ccccc2s1 was read as PTHR1 ag -23%, GLP1R inv ag -5%, aSyn rescue 7%, DRD3 antagonist 3, D3 ag 9, KB-V1 cytotox 0%, GLP1R ag 14%, GLP1R cytotox -12% and TDP43 rescue inconclusive.
O=C(CCc1ccccc1)Nc1ccc(N2CCCCC2)cc1 was read as PTHR1 ag inactive, GLP1R inv ag -13%, aSyn rescue -10%, DRD3 antagonist 8, D3 ag -3, KB-V1 cytotox 11%, GLP1R ag 1%, GLP1R cytotox -10% and TDP43 rescue 1%.
Screening COC(=O)[C@@H](Cc1c[nH]c2ccccc12)NCc1ccc(B(O)O)cc1 returned PTHR1 ag -56%[inhibitor], GLP1R inv ag 3%, aSyn rescue 1%, DRD3 antagonist 4, D3 ag 7, KB-V1 cytotox -2%, GLP1R ag 0%, GLP1R cytotox -16% and TDP43 rescue -8%.
Screening CSc1nccc(-c2c(-c3ccc(Cl)cc3)noc2C)n1 returned PTHR1 ag -14%, GLP1R inv ag inconclusive, aSyn rescue -14%, DRD3 antagonist -4, D3 ag 0, KB-V1 cytotox 1%, GLP1R ag 19%, GLP1R cytotox 6% and TDP43 rescue 18µM*.
For COc1ccc(N/C(C)=C/C(=O)c2ccccc2)cc1 the results were PTHR1 ag -11%, GLP1R inv ag -29%, aSyn rescue -4%, DRD3 antagonist inconclusive, D3 ag 4, KB-V1 cytotox inconclusive, GLP1R ag 4%, GLP1R cytotox -14% and TDP43 rescue 17%.
Screening N#C/C(=C\C1=C(N2CCOCC2)C(=C/c2cccc([N+](=O)[O-])c2)/CC1)C(=O)Nc1ccccc1F returned PTHR1 ag inactive, GLP1R inv ag 3%, aSyn rescue 6%, DRD3 antagonist inconclusive, D3 ag 11, KB-V1 cytotox -19%, GLP1R ag 1%, GLP1R cytotox 10% and TDP43 rescue 18%.
Screening Cc1c(C(=O)N2CCC(C(=O)Nc3ccc(F)c(Cl)c3)CC2)sc2nc[nH]c(=O)c12 returned PTHR1 ag -8%, GLP1R inv ag -30%, D3 ag -28, GLP1R cytotox -14% and TDP43 rescue -15%.
COCCOCCOCCC(=O)NC1CC2CCC1(C)C2(C)C (stereo not drawn) was read as PTHR1 ag -2%[57.5 µM], GLP1R inv ag 6%, aSyn rescue 0%, DRD3 antagonist 13, D3 ag 5, KB-V1 cytotox inconclusive, GLP1R ag -14%, GLP1R cytotox -4% and TDP43 rescue -10%.
For CCCCCn1c(CCNC(=O)c2ccc(F)cc2)nc2ccccc21 the results were PTHR1 ag -36%[inhibitor], GLP1R inv ag inconclusive, D3 ag -15, KB-V1 cytotox inconclusive, GLP1R ag -6%, GLP1R cytotox 2% and TDP43 rescue 7%.
`CCOc1ccccc1CNC(=O)c1cc(-c2ccc(OC)cc2)nc2ccc(C(C)C)cc12` gave PTHR1 ag inactive, GLP1R inv ag -13%, D3 ag 2, KB-V1 cytotox -1%, GLP1R cytotox -8% and TDP43 rescue 20%.

Pulled by structure from the list above (2):
Screening Cc1c(C(=O)N2CCC(C(=O)Nc3ccc(F)c(Cl)c3)CC2)sc2nc[nH]c(=O)c12 returned PTHR1 ag -8%, GLP1R inv ag -30%, D3 ag -28, GLP1R cytotox -14% and TDP43 rescue -15%.
For COc1ccc(N/C(C)=C/C(=O)c2ccccc2)cc1 the results were PTHR1 ag -11%, GLP1R inv ag -29%, aSyn rescue -4%, DRD3 antagonist inconclusive, D3 ag 4, KB-V1 cytotox inconclusive, GLP1R ag 4%, GLP1R cytotox -14% and TDP43 rescue 17%.
